Screens from PubChem.
CHRM5 PAM – human M5 muscarinic receptor positive allosteric modulators, primary screen, CHO-K1 cells, Fluo-8 calcium fluorescence; activation, % at 3 µM; AID 624038, 2012; actives 0.3% (n = 360,000); CHO-K1 hM5, ACh EC20 PAM; 0% = ACh EC20, 100% = ACh EC100;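 active = activation above the run cutoff, the mean activation of all test compounds plus 3 SD, cut at about 18% in these data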
Target sequence (P08912 whole entry, looked up): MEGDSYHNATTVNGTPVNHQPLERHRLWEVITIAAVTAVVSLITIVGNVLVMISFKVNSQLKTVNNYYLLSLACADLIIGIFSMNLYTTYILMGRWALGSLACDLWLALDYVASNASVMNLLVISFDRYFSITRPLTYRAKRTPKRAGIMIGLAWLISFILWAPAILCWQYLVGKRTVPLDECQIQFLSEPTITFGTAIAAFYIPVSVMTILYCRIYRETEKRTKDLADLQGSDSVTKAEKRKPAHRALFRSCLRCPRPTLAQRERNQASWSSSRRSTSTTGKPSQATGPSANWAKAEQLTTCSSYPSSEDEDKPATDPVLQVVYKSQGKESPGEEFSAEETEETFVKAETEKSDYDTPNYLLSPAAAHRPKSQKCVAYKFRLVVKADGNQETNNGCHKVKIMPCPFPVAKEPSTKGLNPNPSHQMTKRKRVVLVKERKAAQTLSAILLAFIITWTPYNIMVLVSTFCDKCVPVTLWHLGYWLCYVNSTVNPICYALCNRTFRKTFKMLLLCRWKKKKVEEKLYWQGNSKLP
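Measured by: Fluo-8 calcium fluorescence; material: human M5 receptor in CHO-K1 cells; schedule: Post-acetylcholine fluorescence recording 140 s; benchmarks: low control EC20 acetylcholine (0%), high control EC100 acetylcholine (100%); read-out: Max/basal fluorescence ratio as % of EC20–EC100 ACh window; compound: single dose, 3 µM nominal final test concentration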
IDE inh – human IDE inhibitors in live cells, primary screen, fluorescence polarization, HEK cells, FAbetaB substrate | Insulin-degrading enzyme (Homo sapiens), P14735 | FAbetaB cleavage | inhibition, % at 5.59 µM | actives 0.41% (n = 320,000) | AID 434962, 2010;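 active = percent inhibition above the average of all tested compounds plus 3 SD, set per screening campaign, cut at about 16% in these data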;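 also: IDE supplied by intact live HEK cells; FP after avidin binding of uncleaved biotin substrate so inhibition keeps polarization high; 0% = DMSO wells and 100% = 60 µM reference IDE inhibitor Ii1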
M4 PAM – human M4 muscarinic receptor positive allosteric modulators, primary screen, CHO-K1 cells, Fluo-8 calcium fluorescence; Muscarinic acetylcholine receptor M4 (Homo sapiens), P08173; CHO-K1 hM4/Gqi5, ACh EC20; 0% = ACh EC20, 100% = maximal ACh; activation, % at 3 µM; actives 0.4% (n = 360,000); AID 624126, 2012;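 active = activation above its plate's cutoff, the mean activation of sample wells plus 3 SD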; also: some results filed as inactive read as strong as hits
Target sequence (P08173 whole entry, looked up): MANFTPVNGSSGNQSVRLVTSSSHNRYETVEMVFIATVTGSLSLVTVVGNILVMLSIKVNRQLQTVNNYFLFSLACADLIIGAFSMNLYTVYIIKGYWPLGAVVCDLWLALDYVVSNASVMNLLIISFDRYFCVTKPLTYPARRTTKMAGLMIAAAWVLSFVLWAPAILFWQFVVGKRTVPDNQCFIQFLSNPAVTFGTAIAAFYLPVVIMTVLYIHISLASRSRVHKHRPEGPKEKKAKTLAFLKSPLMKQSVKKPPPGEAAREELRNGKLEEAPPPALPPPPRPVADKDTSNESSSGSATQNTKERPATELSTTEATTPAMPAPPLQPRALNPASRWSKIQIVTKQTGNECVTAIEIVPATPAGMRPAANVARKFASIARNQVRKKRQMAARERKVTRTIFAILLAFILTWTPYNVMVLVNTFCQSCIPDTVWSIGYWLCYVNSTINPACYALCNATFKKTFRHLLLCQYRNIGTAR
CRFR2-BP antag – antagonists of CRF-BP/CRF-R2 complex, primary screen, cell-based, HEK293, calcium dye fluorescence, uHTS; actives 0.59% (n = 350,000); AID 588475, 2011; CRF-induced calcium fluorescence; inhibition, % at 11.8 µM;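 active = inhibition of the ligand-induced calcium signal above about 50% at the single tested concentration, limit read from the data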
CHRM5 antagonist – human M5 muscarinic receptor antagonists, primary screen, CHO cells, Fluo-8 calcium fluorescence. Muscarinic acetylcholine receptor M5 (Homo sapiens), P08912. CHO-hM5 cells, ACh EC80. inhibition, % at 3 µM. actives 0.59% (n = 360,000). AID 624040, 2012;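 active = inhibition above a per-plate cutoff, the mean of that plate's test compounds plus 3 SD, cut at about 27% in these data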;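 also: 0% = acetylcholine EC80 with DMSO and 100% = DMSO without agonist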
CHRM5 agonist – human M5 muscarinic receptor agonists, primary screen, CHO-K1 cells, Fluo-8 calcium fluorescence; Muscarinic acetylcholine receptor M5 (Homo sapiens), P08912; CHO-K1 hM5 cells; 0% DMSO wells, 100% maximal acetylcholine response; activation, % at 3 µM; actives 0.19% (n = 360,000); AID 624037, 2012;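 active = activation above the run's mean over test compounds plus 3 SD, cut at about 23% in these data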;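 also: signal is peak over basal fluorescence ratio across the kinetic read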
M4 antag – human M4 muscarinic receptor antagonists, primary screen, CHO cells, Fluo-8 calcium fluorescence. Muscarinic acetylcholine receptor M4 (Homo sapiens), P08173. CHO-hM4 cells, ACh EC80. inhibition, % at 3 µM. actives 0.73% (n = 360,000). AID 624125, 2012;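 active = inhibition above its plate's cutoff, the mean inhibition of sample wells plus 3 SD, cut at about 27% in these data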;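 also: 0% = acetylcholine EC80 with DMSO and 100% = DMSO without agonist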
CHRM4 agonist – human M4 muscarinic receptor agonists, primary screen, CHO-K1 cells, Fluo-8 calcium fluorescence; Muscarinic acetylcholine receptor M4 (Homo sapiens), P08173; CHO-K1 hM4/Gqi5; vehicle 0%, full acetylcholine response 100%; activation, % at 3 µM; actives 0.14% (n = 360,000);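 active = activation above the run mean over all test wells plus 3 SD, cut at about 32% in these data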;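 also: peak over basal fluorescence ratio per well then scaled between controls; 0% = DMSO wells and 100% = acetylcholine at EC100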
CRFBP-R2 agonist – agonists of CRF-BP/CRF-R2 complex, primary screen, cell-based, HEK293, calcium dye fluorescence, uHTS; CRF-binding protein / CRF receptor 2 complex (human); actives 0.46% (n = 350,000); calcium dye fluorescence (FLIPR); percent of saturating CRF peptide response; AID 588473, 2011; activation, % at 13.2 µM;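 active = activation of at least 50%, plus an integration ratio under a set limit after plate pattern correction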;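 also: plate controls were neutral control wells without compound for no effect and CRF at EC100 for full effect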
The depositor's hits bear a star; . = no result given; & = joins results of further samples; ! = repeats disagree.

1: CCC(C(=O)Nc1ccccc1)c1ccccc1 (stereo unspecified)
2: O=C(NCC1OCCc2ccccc21)c1ccc(NC(=O)c2ccc(Cl)cc2Cl)cc1 (stereo unspecified)
3: CCc1ccc(N=C2NC(=O)/C(=C/c3ccc(OCC(=O)O)c(OC)c3)S2)cc1
4: Cc1cc(S(=O)(=O)Nc2nc(CN3CCOCC3)nc3sc4c(c23)CCC4)ccc1F
5: Cc1nn(Cc2ccccc2)c2ncccc12
6: CCc1cccc(C)c1NC(=O)COC(=O)Cn1c(C)csc1=O
7: CCOc1ccc(S(=O)(=O)NCCC2=CCCCC2)c2ccccc12
8: N#Cc1cccc(C(=O)C(=O)N2CCC(Cc3ccccc3)CC2)c1

assay / compound,1,2,3,4,5,6,7,8
CRFR2-BP antag,10.5,-27.1,28.6,-1.8,-2.3,-1.4,-19.9,.
CHRM5 agonist,0.0,-1.1,-3.1,-0.2,-3.9,1.3,-1.4,-2.9
CRFBP-R2 agonist,0.1,-0.1,1.9,-1.0,-0.7,-1.9,0.0,.
CHRM5 PAM,-5.1,4.2,2.6,-7.5,2.2,3.4,-3.8,-7.3
CHRM5 antagonist,1.6,-2.0,9.2,12.2,-5.0,4.6,2.1,-5.6
IDE inh,6.0,8.4,.,-2.6,-1.4,-1.1,1.7,.
M4 antag,-4.9,-3.2,-3.1,-11.0,-26.0,-1.6,0.7,-15.2
CHRM4 agonist,-0.2,0.9,-0.1,4.4,0.5,0.6,2.5,13.6
M4 PAM,-4.1,11.6,-1.9,3.4,3.1,5.8,-6.8,-5.3

9: COc1ccc(CCNC(=S)NCc2cccs2)cc1OC
10: N#CCCn1c(SCC(=O)NCC2CCCO2)nc2ccccc21 (stereo unspecified)
11: COc1ccc(C(O)c2nccc3cc(OC)c(OC)cc23)cc1OC (stereo unspecified)
12: COc1cccc(-c2cc3nc(NCc4ccc(C)cc4C)n(C)c(=O)c3s2)c1
13: COc1ccc(C)cc1N1C(=N)/C(=C2/Nc3ccccc3S2)C(c2ccccc2)C1=O (stereo unspecified)
14: CC(NC(=O)c1ccco1)C(=O)N1CCc2ccccc2C1 (stereo unspecified)
15: Cc1cc(C)c(C#N)c(SCc2ccccc2C)n1
16: Cc1cc(C)c(C(=O)Cn2nc(C(=O)O)c3ccccc3c2=O)cc1C

assay / compound,9,10,11,12,13,14,15,16
CRFR2-BP antag,-6.4,-8.0,-8.2,.,-22.5,-0.2,-1.2,-5.0
CHRM5 agonist,-0.8,-5.1,2.2,2.9,0.7,-1.7,1.5,1.1
CRFBP-R2 agonist,-5.5,2.4,-1.5,.,17.4,3.7,3.1,0.9
CHRM5 PAM,-3.6,6.8,8.6,-1.0,-9.9,-1.6,1.7,11.9
CHRM5 antagonist,4.4,-8.2,6.7,8.7,14.6,-0.9,-1.4,6.1
IDE inh,-3.5,6.2,1.5,.,-0.4,4.0,2.7,0.6
M4 antag,1.6,-3.6,-0.8,-3.1,1.8,8.6,-5.3,7.7
CHRM4 agonist,2.1,0.7,0.6,0.6,8.5,0.2,-1.2,3.0
M4 PAM,-1.8,2.7,2.9,1.4,-6.8,2.9,7.0,1.4

17: CC1(C)CC(NC(=O)COc2ccccc2Cl)CC(C)(C)N1
18: CC(C)(C)c1ccc(C(=O)NCCC(=O)NC2=NCCS2)cc1
19: O=C1c2ccccc2C(=O)N1CCOCCN1C(=O)c2ccccc2C1=O
20: O=C(CSc1nc2ccccc2c(=O)[nH]1)c1ccc(O)cc1O
21: CCOC(=O)N(C)c1c(CC)nc2c(OCc3ccc(S(C)(=O)=O)cc3)cccn12
22: CC1Oc2ccccc2N(CC(=O)N2CCCCC2)C1=O (stereo unspecified)
23: CC(=O)Nc1ccc(NC(=O)CN2CCCC(C)C2)c(Cl)c1 (stereo unspecified)
24: COc1ccc(C(=O)Nc2ccc3c(c2)OCO3)cc1S(=O)(=O)N1CCOCC1

assay / compound,17,18,19,20,21,22,23,24
CRFR2-BP antag,-2.5,3.2,-7.6,0.2,.,4.8,-7.8,-0.6
CHRM5 agonist,-2.1,1.6,-0.5,13.4,-1.9,-3.0,-3.5,-0.4
CRFBP-R2 agonist,0.7,0.7,-0.7,0.5,.,0.3,3.0,-0.7
CHRM5 PAM,-2.3,4.1,-4.3,5.0,-4.8,-2.2,4.9,-2.0
CHRM5 antagonist,1.2,-1.0,-0.2,3.9,6.6,3.9,-10.9,0.3
IDE inh,-0.7,-1.4,-3.5,.,.,-3.7,-3.7,.
M4 antag,-4.9,2.6,-2.8,-4.5,2.9,-24.2,0.5,-11.4
CHRM4 agonist,0.5,1.2,0.5,3.3,2.5,2.3,0.2,3.3
M4 PAM,0.1,-0.7,-4.1,14.5,3.3,17.2*,-1.0,2.9

25: COc1ccc(Cl)cc1Cn1c(C)c(C(=O)NCc2cccc([N+](=O)[O-])c2)sc1=O
26: Nc1ccc(C(=O)O)c(O)c1
27: Cc1nccn1CCCNCc1c(C(=O)N2CCCCCCC2)nc2ccc(Cl)cn12
28: CCOc1ccc2noc3c2c1C(=O)c1ccccc1-3
29: O=C(Nc1ccccc1N1CCOCC1)c1cccc(NS(=O)(=O)c2ccc(F)c(F)c2)c1
30: COCC(C)NC(=O)c1ccc(CN2CCc3ccccc3C2)cc1 (stereo unspecified)
31: Cc1nn(-c2ccccc2)c(Cl)c1/C=N/NC(=O)c1ccccc1F
32: CCN(Cc1ccccc1)C(=O)c1ccc2c(=O)n3c(nc2c1)CCC3

assay / compound,25,26,27,28,29,30,31,32
CRFR2-BP antag,.,17.2&10.5&7.9,10.3,5.0,-53.0,8.4,-5.4,10.4
CHRM5 agonist,-3.6,0.2&0.5&0.2,-5.1,10.4,-1.0,-9.4,-1.7,1.2
CRFBP-R2 agonist,.,-0.1&-1.6&-0.3,0.1,-0.4,1.3,-0.1,-0.3,-0.8
CHRM5 PAM,-11.0,-0.9&-6.7&-5.0,-3.6,-4.5,-2.4,-4.6,-3.5,-3.3
CHRM5 antagonist,1.5,-0.3&5.1&1.2,2.3,9.8,-1.4,10.9,8.8,4.5
IDE inh,.,1.0&2.2&-1.9&-1.3,2.3,-10.5,-0.2,7.3,0.0,3.5
M4 antag,25.7,43.2*!,5.0,2.5,-6.6,28.2*,11.0,-3.6
CHRM4 agonist,7.2,2.1&1.0&0.4,1.3,10.6,5.4,0.7,4.7,2.1
M4 PAM,-15.0,7.6&-9.4&-8.0,-8.4,-0.2,1.1,-16.1,-8.3,0.2

2 of the compounds above, as labelled records:
#21 CCOC(=O)N(C)c1c(CC)nc2c(OCc3ccc(S(C)(=O)=O)cc3)cccn12
  CRFR2-BP antag: . | CHRM5 agonist: -1.9 | CRFBP-R2 agonist: . | CHRM5 PAM: -4.8 | CHRM5 antagonist: 6.6 | IDE inh: . | M4 antag: 2.9 | CHRM4 agonist: 2.5 | M4 PAM: 3.3

#22 CC1Oc2ccccc2N(CC(=O)N2CCCCC2)C1=O (stereo unspecified)
  CRFR2-BP antag: 4.8 | CHRM5 agonist: -3.0 | CRFBP-R2 agonist: 0.3 | CHRM5 PAM: -2.2 | CHRM5 antagonist: 3.9 | IDE inh: -3.7 | M4 antag: -24.2 | CHRM4 agonist: 2.3 | M4 PAM: 17.2*

Ordered by number of heavy atoms (low to high): some entries from above.
23: CC(=O)Nc1ccc(NC(=O)CN2CCCC(C)C2)c(Cl)c1 (stereo unspecified)
19: O=C1c2ccccc2C(=O)N1CCOCCN1C(=O)c2ccccc2C1=O
24: COc1ccc(C(=O)Nc2ccc3c(c2)OCO3)cc1S(=O)(=O)N1CCOCC1
29: O=C(Nc1ccccc1N1CCOCC1)c1cccc(NS(=O)(=O)c2ccc(F)c(F)c2)c1

assay / compound,23,19,24,29
CRFR2-BP antag,-7.8,-7.6,-0.6,-53.0
CHRM5 agonist,-3.5,-0.5,-0.4,-1.0
CRFBP-R2 agonist,3.0,-0.7,-0.7,1.3
CHRM5 PAM,4.9,-4.3,-2.0,-2.4
CHRM5 antagonist,-10.9,-0.2,0.3,-1.4
IDE inh,-3.7,-3.5,.,-0.2
M4 antag,0.5,-2.8,-11.4,-6.6
CHRM4 agonist,0.2,0.5,3.3,5.4
M4 PAM,-1.0,-4.1,2.9,1.1

(cont.)
33: COc1ccccc1CNCc1cc(OC)c(OC)cc1OC
34: Cc1c(Cl)cccc1N(CC(=O)O)S(C)(=O)=O
35: Cc1ccc(C)n1-c1cccc(NC(=O)c2ccccc2)c1
36: Cc1nn(Cc2ccccc2)c(C)c1C(=O)OCC(=O)c1cc(C)n(C2CC2)c1C
37: Cc1cccc(-c2nnc(SCCC(=O)N3CCOCC3)o2)c1
38: CC(C)COC(=O)C(C)Nc1n[nH]c(=S)[nH]c1=O (stereo unspecified)
39: CSc1nc(S(=O)(=O)c2ccc(C)cc2)c(N2CCOCC2)s1
40: CCC(C)NC(=O)c1ccc(N2CC3CC(C2)c2cccc(=O)n2C3)c(NC(=O)c2c(F)cccc2F)c1 (stereo unspecified)

assay / compound,33,34,35,36,37,38,39,40
CRFR2-BP antag,1.3,5.7,0.8,7.9,-12.6,30.3,-14.3,10.7
CHRM5 agonist,-2.3,-1.8,0.8,-5.3,-0.3,-0.7,-2.2,-0.6
CRFBP-R2 agonist,-2.1,1.0,-0.5,-1.8,3.6,-6.6,0.7,1.2
CHRM5 PAM,2.8,2.0,-0.8,-8.5,-1.7,8.4,-5.4,-1.5
CHRM5 antagonist,-1.0,4.9,-4.1,5.5,3.7,-4.7,4.5,-0.9
IDE inh,-1.6,5.5,1.4,7.8,7.6,-1.9,.,.
M4 antag,1.8,2.6,0.1,-6.4,-3.5,-6.8,-7.5,1.7
CHRM4 agonist,-0.1,1.4,0.4,1.4,1.5,1.4,0.4,0.6
M4 PAM,-2.7,3.3,5.1,-2.3,9.4,17.2,5.2,-5.6

41: CN(Cc1ccccc1)c1nc2c(c(=O)n(C)c(=O)n2C)n1CCSc1ncccn1
42: CC(C)N(C)c1ncnc2c1ncn2[C@H]1CN(Cc2ccc(-c3ccccc3)cc2)C[C@@H](CO)O1
43: Cc1cc(C)cc(C(O)c2ncc(-c3ccc(F)cc3)[nH]2)c1 (stereo unspecified)
44: O=C(O)c1ccc(/C=C(\c2nc3ccccc3[nH]2)c2nc3ccccc3s2)cc1
45: O=[N+]([O-])c1cc(S(=O)(=O)N2CCOCC2)ccc1OCc1cccc(Cl)c1

assay / compound,41,42,43,44,45
CRFR2-BP antag,12.6,.,.,9.3,-8.2
CHRM5 agonist,1.4,4.5,1.6,0.1,-1.3
CRFBP-R2 agonist,0.3,.,.,-0.4,2.9
CHRM5 PAM,-1.2,-6.2,-2.6,2.9,-1.7
CHRM5 antagonist,4.7,7.3,-8.3,4.1,9.9
IDE inh,-0.8,.,.,-0.2,-1.3
M4 antag,-5.2,-6.4,-14.1,-1.4,7.1
CHRM4 agonist,3.0,16.0,3.6,0.8,1.3
M4 PAM,-1.0,1.9,6.5,13.8,-4.6
